Anthrax LF prot – Bacillus anthracis LF protease inhibitors, primary screen, biochemical, multiplex microsphere, MLPCN library; multiplex microsphere protease cleavage assay; inhibition, % at 10 µM; 0.12% of 360,000 active; in the data active means inhibition above about 30%; inconclusive means no clear call, values can overlap the other calls; further: plate controls were buffer without enzyme for full effect and enzyme alone for no effect
Target sequence (P15917 whole entry, looked up): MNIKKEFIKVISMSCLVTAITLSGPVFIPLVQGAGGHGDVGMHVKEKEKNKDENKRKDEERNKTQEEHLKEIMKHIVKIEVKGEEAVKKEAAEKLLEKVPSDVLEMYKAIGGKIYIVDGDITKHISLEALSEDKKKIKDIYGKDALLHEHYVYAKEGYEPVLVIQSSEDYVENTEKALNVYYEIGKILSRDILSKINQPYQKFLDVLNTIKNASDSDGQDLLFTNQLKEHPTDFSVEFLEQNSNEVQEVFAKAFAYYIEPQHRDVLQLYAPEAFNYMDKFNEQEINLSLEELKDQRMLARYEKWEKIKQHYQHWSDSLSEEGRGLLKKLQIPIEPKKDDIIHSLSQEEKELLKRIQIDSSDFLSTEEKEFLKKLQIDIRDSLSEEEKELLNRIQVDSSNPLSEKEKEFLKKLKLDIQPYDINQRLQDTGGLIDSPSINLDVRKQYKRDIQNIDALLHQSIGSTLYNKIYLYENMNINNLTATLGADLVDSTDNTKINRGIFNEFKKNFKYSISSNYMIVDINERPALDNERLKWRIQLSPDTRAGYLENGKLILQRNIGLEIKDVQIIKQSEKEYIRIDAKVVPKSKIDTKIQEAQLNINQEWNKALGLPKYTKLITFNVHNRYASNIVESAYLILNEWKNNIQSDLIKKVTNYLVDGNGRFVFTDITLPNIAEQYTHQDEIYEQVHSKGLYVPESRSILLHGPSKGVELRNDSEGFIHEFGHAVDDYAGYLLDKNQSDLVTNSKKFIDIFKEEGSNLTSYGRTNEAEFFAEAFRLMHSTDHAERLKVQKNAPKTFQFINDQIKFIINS
Vc quorum ag – inducers of Vibrio cholerae quorum light production without autoinducers, primary screen, BH1578 luxS cqsA deficient, single point. V. cholerae BH1578 lux reporter, luminescence, 6 h. activation, % at 18.7 µM. 0.16% of 350,000 active; in the data active means activation mostly above about 9.7%, no sharp cut-off; inconclusive means no clear call, values can overlap the other calls; inactive means mostly below about 3.7%; further: not every result past the cut was called active; inactives centre near 0; reference of the scale not given here
DUSP3 inh – VHR1 phosphatase inhibitors, primary screen, biochemical, absorbance, uHTS; 0.52% of 290,000 active; Dual specificity protein phosphatase 3 (Homo sapiens), P51452; recombinant VHR phosphatase, pNPP absorbance; inhibition, % at 13.3 µM; in the data active means inhibition above about 50%; further: some compounds called inactive have numbers as strong as hits
PfHsp40 rescue – rescue of yeast from PfHsp40 toxicity, primary screen, S. cerevisiae, ATP luminescence; S. cerevisiae expressing PfHsp40, growth rescue; growth rescue, % at 12.5 µM; 0.68% of 340,000 active; in the data active means growth rescue above about 28%, passing the limit was not always enough; inconclusive means no clear call, values can overlap the other calls;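 further: yeast W303a lacking pdr1 and pdr3 grown in galactose medium; growth measured after three days at 30 °C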
Rv3671c protease – Rv3671c serine protease inhibitors, primary screen, biochemical, fluorescence polarization, M. tuberculosis H37Rv. P9WHR9. inhibition, % at 5.96 µM. 0.048% of 320,000 active; in the data active means inhibition above about 38%;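 further: extracellular domain of Rv3671c used as enzyme; 0% = enzyme with DMSO and 100% = no enzyme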
SARS 3CLpro inh – SARS-CoV 3CLpro protease inhibitors, primary screen, biochemical, quenched FRET; Replicase polyprotein 1ab (Severe acute respiratory syndrome coronavirus), P0C6X7; AID 1706, 2009; recombinant SARS-CoV 3CLpro, quenched FRET peptide cleavage; inhibition, % at 6 µM; 0.14% of 290,000 active; in the data active means inhibition above about 12%
PriA SSB inh – inhibitors of Klebsiella pneumoniae PriA binding to SSB C-terminal tail, primary screen, biochemical, AlphaScreen; PriA–SSB C-terminal tail interaction (Klebsiella pneumoniae); AlphaScreen SSBct-PriA binding, biotinylated peptide; inhibition, % at 33 µM; 0.6% of 430,000 active; AID 1272365, 2023; in the data active means inhibition mostly above about 37%, no sharp cut-off; inactive means mostly below about 20%;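 further: plate controls were negative control peptide for no effect and reference peptide for full effect; strong numbers were not always called active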
Y pestis TopoI – Yersinia pestis topoisomerase I inhibitors, primary screen, biochemical, cleavage product accumulation, plate reader, single point; 0.064% of 360,000 active; activity, % at 10 µM; Y. pestis Topo-I cleavage product accumulation; AID 504884, 2011; in the data active means activity above about 50%, passing the limit was not always enough; inconclusive means no clear call, values can overlap the other calls; further: inactives centre near 2
MazEF act – activators of E. coli MazEF toxin-antitoxin RNase, primary screen, biochemical, fluorescence, uHTS; Endoribonuclease toxin MazF (Escherichia coli (strain K12)), P0AE70; FAM/BHQ RNA-DNA oligo cleavage fluorescence, 5 h; activation, % at 20 µM; 0.32% of 350,000 active; in the data active means activation above about 50%
Target sequence (P0AE70 whole entry, looked up): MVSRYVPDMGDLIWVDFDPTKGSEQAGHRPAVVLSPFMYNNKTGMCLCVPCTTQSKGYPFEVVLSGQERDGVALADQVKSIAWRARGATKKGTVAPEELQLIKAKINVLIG
TcdB inh – TcdB glycohydrolase inhibitors, primary screen, biochemical, single point, plate reader; TcdB glycohydrolase enzymatic assay; inhibition, % at 9.99 µM; 0.24% of 350,000 active; AID 652162, 2013; Toxin B (Clostridioides difficile), P18177; in the data active means inhibition above about 10%
* hit, by the source's call; i = inactive; u = inconclusive; x = not tested or not shown; & = joins results of further samples. An excerpt; rates above refer to the full screens.

Every second line gives: Anthrax LF prot, Vc quorum ag, DUSP3 inh, PfHsp40 rescue, Rv3671c protease, SARS 3CLpro inh, PriA SSB inh, Y pestis TopoI, MazEF act, TcdB inh
Cc1cc2nc(CCN(C(=S)NCC(C)C)C3CCCC3)[nH]c2cc1C
  -1, -0.7, 37, 0.6, -9, 2, 18, 9, -2, x
Cc1ccccc1C1=NCC(=S)Nc2ccc(Cl)cc21
  -4, 7.7, 18, -0.6, -1, -1, -8, -4, 1, x
O=C(COC(=O)/C=C/c1cccc(Cl)c1)Nc1cccc(S(=O)(=O)NC2=NCCC2)c1
  x, i, x, -1.2, -5, x, 0, 26, 1, 0.6
CCCn1c(=S)[nH]c2cc(C(=O)N3CCN(C(=O)OCC)CC3)ccc2c1=O
  0, -0.3, 10, 0.0, -2, 4, -13, -7, 4, -0.3
CCC1CCCCN1C(=O)c1ccc(OC)c(OC2CCN(C(C)=O)CC2)c1 (stereo unspecified)
  -1, i, 4, -0.9, x, 5, -6, 6, 0, -0.4
O=c1c(Cl)c(NCc2ccco2)cnn1C12CC3CC(CC(C3)C1)C2
  -3, 4.2, -17, 1.0, 11, 6, -3, 18, 7, -0.2
Cn1c(/C(C#N)=C/c2ccc(-c3ccc(S(N)(=O)=O)cc3)o2)nc2ccccc21
  4, -0.4, 0, 0.9, 47*, -1, -8&-4, -8, -130, x
CCn1cc(C(=O)O)c(=O)c2cc(F)c(N3CCN(S(=O)(=O)c4ccc(NC(=O)OC)cc4)CC3)cc21
  0, -0.1, -1, 1.2, -2, 0, 2, 3, -1, 0.2
Cc1ccc(S(=O)(=O)Cc2ccc(C(=O)N3CCCCC3C)cc2)cc1 (stereo unspecified)
  1, 0.5, 19, -2.3, -19, -8, -1, 4, 8, 0.9
Cc1cc2c(cc1C)NC(c1cccnc1)C1=C(CC(C)(C)CC1=O)N2 (stereo unspecified)
  8, 1.3, -8, -0.9, -6, 0, 0, 2, 5, x
Cc1ccc(CNS(=O)(=O)c2c(C)[nH]c(C)c2C(=O)N2CCCC2)cc1
  1, i, 14, -0.2, 11, 2, 0, -6, 6, -5.5
Fc1ccc(N2CCN(C(=S)NCC3CCCO3)CC2)cc1 (stereo unspecified)
  0, i, 1, 2.1, -4, -2, 2, -3, -1, 1.4
CN(C)CCN(CC1CCCN(Cc2ccccc2F)C1)C(=O)c1ccc(Cl)cc1 (stereo unspecified)
  9, -0.8, 11, 1.0, 1, -3, -3, 6, 11, -11
Cc1ccc2oc(C(=O)N3CCC(C(N)=O)(N4CCCCC4)CC3)c(C)c2c1
  -2, -0.4, -4, -1.2, -7, -3, -1, 24, -1, -0.3
CN(c1ccccc1)S(=O)(=O)c1ccc(NC(=O)c2ccc(-c3ccccc3)cc2)cc1
  -6, -1.0, 30, -0.4, -41, -2, -3, -3, -1, -1.0

(cont.)
Every second line gives: Anthrax LF prot, Vc quorum ag, DUSP3 inh, PfHsp40 rescue, Rv3671c protease, SARS 3CLpro inh, PriA SSB inh, Y pestis TopoI, MazEF act, TcdB inh
Cc1ccc(/C=C2\C(=O)NC(=O)N2C)o1
  -1, -0.2, 36, -1.1, -4, 0, -7, 8, -11, 0.8
CC1=NN(C(=O)Cc2ccccc2)C(O)(c2cccnc2)C1 (stereo unspecified)
  -1, -2.7, -4, -1.9, 0, -8, -9, 2, -5, x
CC(=O)c1cccc(NC(=O)C(NC(C)C)c2ccccc2)c1 (stereo unspecified)
  -2, -0.3, 7, 0.9, 1, 5, -3, 1, 4, 1.1
CCOC(=O)CNC(=O)/C=C/c1ccc2c(c1)OCO2
  -10, -0.7, 22, x, -16, 2, -1, -8, -20, -0.8
N#Cc1ccc(OCC(O)CN2CCN(CC(O)COc3ccc(C#N)cc3)CC2)cc1 (stereo unspecified)
  5, -0.2, 49, 0.9, 0, -3, -22, 0, -9, 0.0
Cc1c(CC(=O)O)c(=O)oc2cc3c(cc12)CCC(C)(C)O3
  -4, i, 3, -0.7, 5, -8, 3, 6, 5, 0.5
CSc1ncccc1C(=O)OCc1cccc([N+](=O)[O-])c1
  2, 2.3, -1, 0.0, -11, 2, 3, -5, -5, 1.9
Cc1ccc(S(=O)(=O)N(Cc2ccc(F)cc2)Cc2ccco2)cc1
  0, -1.1, 4, 0.1, 1, 6, -41, u, -6, x
COc1cccc(/C=C(\C(=O)O)c2ccccc2)c1
  -1, -0.1, 26, -1.9, 3, -1, -14, 4, 5, 3.0
CN(C)CC(C)(C)CNS(=O)(=O)c1ccc(OC(F)(F)F)cc1
  -3, -5.9, 18, -0.7, 9, 6, 3, -2, 0, 1.3
Cc1cc(=O)n2[nH]nnc2n1
  5, 0.4, 14, 1.1, -1, -5, -7, 8, 2, 1.7
CCCSc1nnc(NC(=O)CSc2nc3[nH]c(=O)cc(O)c3s2)s1
  3, 0.9, x, 6.0, 6, x, 12, -3, -9, 0.4
Cc1ccccc1C(=O)O/N=C(\N)c1cccc([N+](=O)[O-])c1
  -3, -0.5, 18, 1.2, -5, 3, x, -6, -9, x
COc1ccc(C(=O)O/N=C(/c2ccccc2)c2ccncc2)cc1OC
  8, -0.8, -1, 0.0, -12, 4, x, 5, 4, 1.4
O=C1CCC/C=C\C[C@H](CC(=O)N(CCO)Cc2ccccc2)C(=O)N2CCC[C@@H]2CO1
  5, -0.5, x, -1.0, 0, x, x, 13, 0, 1.6

Further structures follow.
Every second line gives: Anthrax LF prot, Vc quorum ag, DUSP3 inh, PfHsp40 rescue, Rv3671c protease, SARS 3CLpro inh, PriA SSB inh, Y pestis TopoI, MazEF act, TcdB inh
Cc1ccccc1Nc1nc2ccccc2s1
  -3, -0.1, 4, 5.2, -3, -1, -10, 7, 0, x
NCC(=O)NCC(=O)NC[C@H]1O[C@@H](n2ccc(=O)[nH]c2=O)[C@H](O)[C@@H]1O
  -8, -0.7, x, -0.6, x, x, -5, -4, 7, 0.6
O=C(CSc1nc(NS(=O)(=O)c2ccccc2)cc(=O)[nH]1)Nc1ccccc1C(F)(F)F
  -3, i, 16, 0.8, -15, -2, -10, 2, 3, 1.3
CCOc1ccc(N2C(=O)CC(N3CCN(c4ccc(C(=O)c5ccncc5)cc4)CC3)C2=O)cc1 (stereo unspecified)
  0, i, x, 0.0, 4, -3, -9, 82*, -10, x
O=C(c1cccc(Cl)c1)N1CCCC(c2ccc(Cl)cc2)=N1
  -5, -0.9, 10, 4.3, -4, 6, -23, -7, -16, 0.9
O=C(CCCn1nnc(-c2cccnc2)n1)c1ccc(F)cc1
  -4, -5.0, 14, -1.4, -3, 3, -3, 2, 3, 2.0
CC(=O)Nc1ccc(C(=O)COC(=O)Cc2ccsc2)c(F)c1
  -1, i, x, -0.6, -2, x, 1, -1, -2, 1.1
CCOC(=O)C1CCCN(C(=O)c2ccc(OCC)cc2)C1 (stereo unspecified)
  1, -5.9, 27, -2.4, -4, -2, -16, -5, 8, x
COc1ccccc1N1CCN(C(=O)c2cc(-c3ccccc3)nc3c2cnn3C(C)C)CC1
  -5, -0.2, x, x, x, x, x, 2, -7, 0.5
COc1cc(CC(=O)OCC(=O)NC2CCCC2)cc(OC)c1OC
  -2, i, x, 0.3, -5, x, -1, 4, -2, 2.6
CCOCCc1nnc(NC(=O)c2ccc(OC)c(OC)c2)s1
  1, i, -17, -0.3, -4, -1, -6, 6, 1, x
O=C(Cn1nnc(-c2ccncc2)n1)N1CCc2ccccc21
  2, -1.2, 25, -1.8, -9, -5, -16, 11, 1, 1.0
CN(CC(=O)Nc1ccccc1F)CC(=O)Nc1ccc(F)c(F)c1F
  1, -0.2, 18, -0.8, 2, 2, -2, -2, 4, 1.7
NC(=O)NC(CC(=O)NNC(=O)c1ccccn1)c1ccc(Cl)cc1 (stereo unspecified)
  8, 0.1, x, -0.8, -4, x, -8, 4, 4, -0.4
COc1ccc(CCNC(=O)c2ccccc2NS(=O)(=O)c2c(F)cccc2F)cc1
  5, i, -4, 1.7, -1, 3, -7, 2, 7, 0.0

The last two records of the part before open the next one:
Every second line gives: Anthrax LF prot, Vc quorum ag, DUSP3 inh, PfHsp40 rescue, Rv3671c protease, SARS 3CLpro inh, PriA SSB inh, Y pestis TopoI, MazEF act, TcdB inh
NC(=O)NC(CC(=O)NNC(=O)c1ccccn1)c1ccc(Cl)cc1 (stereo unspecified)
  8, 0.1, x, -0.8, -4, x, -8, 4, 4, -0.4
COc1ccc(CCNC(=O)c2ccccc2NS(=O)(=O)c2c(F)cccc2F)cc1
  5, i, -4, 1.7, -1, 3, -7, 2, 7, 0.0
Cc1ccc(CNC(=O)CN(C)S(=O)(=O)c2cccc3cccnc23)cc1
  0, -0.3, 5, 0.3, 3, -2, -1, 3, 8, 0.3
Cc1cc(C)cc(N(CCC#N)C(=O)COC(=O)CN2C(=O)NC(C)(C)C2=O)c1
  4, i, x, 1.3, -7, x, -6, 1, -1, -1.2
N#CC(C#N)=C1C=CC=CN1/C(=C\c1ccccc1)C(=O)c1cccs1
  4, i, 4, 0.6, -1, 5, -6, -5, -30, 0.9
C=CCN(c1ccc(C(=O)Nc2ccc(C)c(C)c2)cc1)S(C)(=O)=O
  0, -0.3, -2, -1.8, 5, 4, 3, 5, 8, 2.2
CC(NC(=O)c1ccccc1F)c1nnc(SCC(=O)NC2CCCC2)n1C (stereo unspecified)
  8, i, 12, 1.4, 3, 6, -13, 3, 3, -9.3
NS(=O)(=O)c1ccc(N2N=C(c3ccccc3)CC2c2cccc(Br)c2)cc1 (stereo unspecified)
  -7, -1.9, x, -0.6, x, x, 9, 20, 6, 1.0
COc1cccc(OCCc2c(C)n[nH]c2C)c1
  10, i, -7, -0.1, 3, 2, -7, -6, 2, x
O=c1[nH]c2ccccc2n2c(C(F)(F)F)nnc12
  -2, i, 12, 0.8, -4, 1, -1, 2, -13, 0.7
COc1ccc(/C=C2\SC(=S)N(CC(=O)NC3C=CS(=O)(=O)C3)C2=O)cc1 (stereo unspecified)
  -3, i, 13, -0.2, -47, 2, -3, -3, -2, -1.4
FC(F)(F)c1ccccc1-n1c(-c2ccco2)n[nH]c1=S
  18, i, 17, 22, 3, 6, -4, 2, 3, 0.4
Cc1cc(C)c(-c2c(O)c3ccccc3n(C)c2=O)c(C)c1
  -4, i, x, x, -4, x, -11, -2, 7, 2.0

Assay outcomes from PubChem BioAssay.
